Screening results: PubChem BioAssay, National Center for Advancing Translational Sciences (NCATS)
KCNH2 WT inh = inhibitors of human wildtype KCNH2 potassium channel; Q12809; U2OS, BacMam KCNH2, thallium flux FluxOr; stronger effect = lower value; AID 720551; activity change, % at 1.84 µM; 340,000 compounds, 0.37% hits;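 active = maximum activity change below -70%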
Target sequence (Q12809 whole entry, looked up): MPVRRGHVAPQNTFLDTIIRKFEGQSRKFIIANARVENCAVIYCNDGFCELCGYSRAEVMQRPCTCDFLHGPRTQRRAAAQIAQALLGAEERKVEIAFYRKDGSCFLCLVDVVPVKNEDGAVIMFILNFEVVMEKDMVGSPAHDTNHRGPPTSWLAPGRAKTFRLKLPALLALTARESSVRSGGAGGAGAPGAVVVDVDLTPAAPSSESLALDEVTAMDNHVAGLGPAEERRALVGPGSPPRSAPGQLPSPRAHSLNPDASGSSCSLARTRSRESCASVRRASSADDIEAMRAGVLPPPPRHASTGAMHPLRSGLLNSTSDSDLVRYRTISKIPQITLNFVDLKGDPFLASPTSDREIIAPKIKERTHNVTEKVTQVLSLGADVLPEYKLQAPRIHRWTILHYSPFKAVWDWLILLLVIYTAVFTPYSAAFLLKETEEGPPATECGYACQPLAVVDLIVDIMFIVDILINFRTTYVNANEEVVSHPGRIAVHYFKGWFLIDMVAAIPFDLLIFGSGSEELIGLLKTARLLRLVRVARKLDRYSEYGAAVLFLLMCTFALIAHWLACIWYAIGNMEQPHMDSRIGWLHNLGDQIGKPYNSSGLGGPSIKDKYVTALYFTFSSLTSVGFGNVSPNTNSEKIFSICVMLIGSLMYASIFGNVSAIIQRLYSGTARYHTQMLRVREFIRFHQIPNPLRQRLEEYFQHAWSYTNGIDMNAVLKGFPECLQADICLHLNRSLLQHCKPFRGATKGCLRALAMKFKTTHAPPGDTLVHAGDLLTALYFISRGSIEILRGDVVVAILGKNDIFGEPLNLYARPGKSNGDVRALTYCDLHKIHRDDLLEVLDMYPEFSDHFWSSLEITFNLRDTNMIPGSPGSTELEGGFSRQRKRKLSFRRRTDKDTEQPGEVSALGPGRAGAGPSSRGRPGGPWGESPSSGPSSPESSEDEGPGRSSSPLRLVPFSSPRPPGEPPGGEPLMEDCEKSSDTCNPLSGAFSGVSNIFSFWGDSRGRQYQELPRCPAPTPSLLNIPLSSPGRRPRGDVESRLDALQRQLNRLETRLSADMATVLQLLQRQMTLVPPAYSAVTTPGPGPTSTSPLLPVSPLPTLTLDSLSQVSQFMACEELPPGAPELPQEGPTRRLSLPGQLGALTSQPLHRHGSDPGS
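U2OS cells were transduced with wild-type KCNH2 virus (2.03 x 10^8 / mL) for 4 h at room temperature, then cultured overnight at 37 C. Thallium flux was read with FluxOr dye. Rate constants were normalized to DMSO controls.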
Starred values were filed as active, the others as inactive. % is scaled to controls: 0 for no effect and ±100 for the full control effect. An excerpt. The share of hits here may be higher or lower than overall.

SMILES	KCNH2 WT inh
Nc1ccn([C@@H]2O[C@H](CNC(=O)[C@@H](Cc3cccnc3)NC=O)[C@@H](O)[C@H]2O)c(=O)n1	4.3
O=C(CNC(=O)N1CC(=O)Nc2ccccc21)NCCCc1ccccc1	-1.9
CC1CCC(NC(=O)CN2CCN(S(=O)(=O)c3ccc(Br)s3)CC2)CC1 (stereo not given)	6.9
CC(Sc1nc(-c2ccccc2)c(-c2ccccc2)[nH]1)C(=O)NCC1CCCO1 (stereo not given)	0.3
COc1ccc2c(Cl)cc(NC(=O)Nc3c(C)cccc3C)nc2c1	11.8
CCN(CC)C(=O)C1=C(C)N(Cc2ccc(OC)cc2)C(=O)C(CC(=O)NC(c2ccccc2)c2ccccc2)C1 (stereo not given)	13.4
C[C@H](NC(=O)c1ncn2c1c(=O)[nH]c1ccc(Br)cc12)c1ccccc1	3.3
COCC(=O)N(C)C[C@H]1Oc2cc(C#Cc3cccnc3)ccc2S(=O)(=O)N([C@H](C)CO)C[C@H]1C	7.5
CCC(Sc1nc2ccsc2c(=O)n1Cc1ccc(C(=O)O)cc1)C(=O)Nc1cccc(OC)c1 (stereo not given)	-0.4
O=C(COC(=O)c1ccc2c(c1)OCCO2)NCc1ccc(Cl)cc1	33.9
C=CCCC(=O)N1C[C@H]2CON(C)[C@H]2C[C@H]1c1ccc(Br)cc1	9.2
O=C(NCCCN1CCC(Cc2ccccc2)CC1)c1ccc(CS(=O)c2ccccc2Cl)o1 (stereo not given)	65.0
C[C@@H]1CCCCO[C@H](CN(C)Cc2ccc3c(c2)OCO3)[C@@H](C)CN([C@H](C)CO)C(=O)c2cc(NC(=O)c3ccccc3)ccc2O1	10.3
Cc1ccc([C@H]2C[C@H](O)[C@@H](n3cc(C4CC4)nn3)CN2CC2CCCCC2)cc1	0.5
O=C(C1CCCCC1)N1C[C@H](O)[C@@H](n2cc(C3CC3)nn2)C[C@@H]1c1ccccc1	-17.9
CN1OC[C@@H]2CN(Cc3ccccc3)[C@H](c3cccc(-c4ccccc4)c3)C[C@@H]21	0.8
N#CCC(=O)Nc1ccc(C(=O)OCC(=O)Nc2cccc3ccccc23)cc1	0.4
COc1ccc(S(=O)(=O)N2CCN(CC(=O)c3c(N)n(C)c(=O)n(C)c3=O)CC2)cc1OC	11.3
C/C(=N\NC(=O)c1nnn(-c2nonc2N)c1CN1CCC(C)CC1)c1ccc(Br)cc1	22.9
NC(=O)C1(N2CCCCC2)CCN(C(=O)c2cc(COc3c(F)cccc3F)on2)CC1	-8.8
O=[N+]([O-])c1ccc(C=CC=Cc2ccccc2)cc1	-5.5
NS(=O)(=O)c1ccc(CCNC(=O)c2cc(S(=O)(=O)N3CCCCC3)ccc2Cl)cc1	5.2
CC(=O)NC(c1ccc(N(C)C)cc1)c1cc(Cl)c2cccnc2c1O (stereo not given)	-1.0
Cc1ccc(C(=O)Nc2ccc3nc(C)sc3c2)o1	-1.6
O=C(Nc1ccccc1)c1nc[nH]c1C(=O)Nc1ccccc1F	-3.5

Retrieved by structure from the list above:
SMILES	KCNH2 WT inh
CC(Sc1nc(-c2ccccc2)c(-c2ccccc2)[nH]1)C(=O)NCC1CCCO1 (stereo not given)	0.3
O=C(COC(=O)c1ccc2c(c1)OCCO2)NCc1ccc(Cl)cc1	33.9

Continuation.
SMILES	KCNH2 WT inh
COc1ccccc1S(=O)(=O)N(C)C[C@H]1OCc2cnnn2CCCC(=O)N([C@@H](C)CO)C[C@H]1C	-9.5
Nc1nc(COC(=O)c2ccco2)nc(Nc2ccccc2)n1	-1.9
O=C(CN1C(=O)NC2(CCc3ccccc32)C1=O)NC1CCCCC1 (stereo not given)	12.5
Cc1ccccc1NC(=O)CSc1nccn1Cc1ccco1	13.9
C[C@H](CO)N1C[C@H](C)[C@@H](CN(C)C(=O)c2ccc3ccn(C)c3c2)OCc2cnnn2CCCC1=O	7.5
CCOc1ccc(N=Cc2ccc([N+](=O)[O-])cc2)c(O)c1	-22.2
CC(OC(=O)/C=C/c1ccco1)C(=O)NC1CCCCC1 (stereo not given)	15.4
O=C1C=C(c2ccc(CO)cc2)C[C@@H](c2ccc(F)cc2)C1	-1.4
CCOc1ccc(C(=O)N[C@H](C(=O)N2CCN(c3ncccn3)CC2)C(C)C)cc1	-0.1
CCCCN1C(=O)C(CC(=O)NCCc2ccccn2)CC(C(=O)N(C(C)C)C(C)C)=C1C (stereo not given)	-13.4
Cc1ccc(NC(=O)COC(=O)c2ccco2)cc1S(=O)(=O)N1CCCCC1	8.1
N#Cc1ccsc1NC(=O)CSc1nnc(NC2CC2)s1	14.5
CSC[C@H]1CN(Cc2ccccc2)C(=O)[C@@H]1CC(=O)Nc1ccc(Br)cc1	-2.9
COc1ccc(S(=O)(=O)N(C)C[C@H]2Oc3ncc(-c4ccncc4)cc3C(=O)N([C@@H](C)CO)C[C@@H]2C)cc1	-15.8
COc1ccc(NC(=O)c2sc3nc(N4CCOCC4)c4c(c3c2N)CCCC4)cc1	-1.8
CN1C(=O)[C@H]2[C@@H](c3ccc(C(F)(F)F)cc3)N[C@]3(CCCN(CC4CCCCC4)C3=O)[C@H]2C1=O	-2.9
N#Cc1ccc(NC(=S)NC(=O)C2CC2)cc1	-6.5
CCN(CC)C(=O)C1=C(C)N(CCCOC)C(=O)C(CC(=O)NCCCN(C)C)C1 (stereo not given)	-0.6
CCOc1ccccc1N1CCN(CC(=O)Nc2nccs2)CC1	-24.0
C[C@@H]1CN([C@@H](C)CO)C(=O)CCCn2nncc2CO[C@@H]1CN(C)C(=O)c1ccc2ccn(C)c2c1	-5.8
C[C@H](CO)N1C[C@H](C)[C@H](CN(C)C(=O)c2ccncc2)OCc2cnnn2CCCC1=O	0.7
COc1ccc(-c2ccc(CN3C(C)C(=O)N(Cc4cn(CCC5OCCO5)nn4)CCS3(=O)=O)cc2)cc1 (stereo not given)	-7.1
C[C@H]1CN([C@@H](C)CO)S(=O)(=O)c2ccc(Br)cc2O[C@H]1CN(C)C(=O)c1cccnc1	10.5
COc1ccc(CC(=O)OCC(=O)N2c3ccccc3CC2C)cc1OC (stereo not given)	1.8
CC(C)C1C(=O)N(Cc2cn(CC3CCCCC3)nn2)CCS(=O)(=O)N1Cc1ccc(-c2ccncc2)cc1 (stereo not given)	-3.2
New compounds follow:
SMILES	KCNH2 WT inh
N#CCSc1ccccc1NC(=O)CN1C(=O)NC(CCc2ccccc2)C1=O (stereo not given)	-4.4
C[C@@H]1CN([C@@H](C)CO)C(=O)CCCn2nncc2CO[C@H]1CN(C)Cc1ccc(-c2ccccc2)cc1	-35.9
CNC(=O)C[C@H]1C(=O)N(c2ccc(OC)cc2)C[C@@H]1CSC	-2.5
C1=C\CCC2(OCCO2)C2(CC/1)OCCO2	-3.3
CC(C)NC(=O)N(C)C[C@H]1OCCCC[C@H](C)Oc2ccc(NC(=O)NC3CCCCC3)cc2C(=O)N([C@H](C)CO)C[C@@H]1C	-6.5
COC(=O)C[C@@H]1C[C@@H]2c3cc(NS(=O)(=O)c4ccc(F)cc4)ccc3O[C@@H]2[C@H](CO)O1	6.7
CN(CCOc1ccccc1)C(=O)c1cc(S(=O)(=O)N2CCOCC2)c(Cl)cc1Cl	-8.7
CC1=C(C(=O)N(C)C)CC(CC(=O)NCC2CCCCC2)C(=O)N1CCCN1CCCC1=O (stereo not given)	-4.4
O=C(NCC(=O)N1CCN(Cc2ccccc2)CC1)c1ccccc1Cl	-5.4
C=CCN(Cc1ccc(Br)s1)C(=O)c1ccc(OCc2c(C)noc2C)cc1	4.2
Cc1[nH]nc2c(=S)[nH]c(=O)[nH]c12	6.0
C[C@H](CO)N1C[C@H](C)[C@@H](CN(C)Cc2ccccc2F)Oc2ncc(Br)cc2C1=O	-12.5
Cc1cccc(CN(C)C[C@@H]2OCc3cnnn3CCCC(=O)N([C@@H](C)CO)C[C@H]2C)c1	-1.1
COCCNC(=S)N(C)[C@H]1C[C@H]2c3cc(-c4ccccc4)ccc3CCN2C(=O)[C@H]1[C@H](C)O	-7.5
C[C@H]1CN([C@@H](C)CO)C(=O)CCCn2cc(nn2)CO[C@@H]1CN(C)C(=O)C1CCCCC1	-1.9
COc1cccc(NC(=O)CN(C)C(=O)c2cc(Cl)nc3ccccc23)c1	6.9
O=C1NN(c2ccccc2)C(=O)C1=Cc1ccccc1O	-5.6
CCCCCCN1C[C@H](O)[C@@H](n2cc(-c3ccc(F)cc3)nn2)C[C@@H]1c1ccc(C)cc1	-4.6
CCn1cc(/C=C(\NC(=O)c2ccc(OC)cc2)C(=O)NCCCn2ccnc2)c2ccccc21	10.3
CCN(CC)c1ccc(C(=O)NNC(=O)Cn2c(=O)cnc3ccccc32)cc1	6.0
CCc1cccc(NC(=O)COC(=O)c2c(C)nn(-c3ccccc3)c2C)c1	3.5
C[C@H](CO)N1C[C@H](C)[C@@H](CN(C)Cc2ccc(O)cc2)OCc2cnnn2CCCC1=O	-19.4
Cc1ccc([C@H]2C[C@@H](n3cc(-c4ccc(F)cc4)nn3)[C@H](O)CN2CC2CCCCC2)cc1	2.3
Cc1ccc(CCC(=O)Nc2ccc(Cl)cc2Cl)o1	3.2
c1ccc2c(c1)C1=NCCN1c1ccccc1-2	-36.2

Of the compounds above, four have two or more sulfur atoms.
SMILES	KCNH2 WT inh
CC1CCC(NC(=O)CN2CCN(S(=O)(=O)c3ccc(Br)s3)CC2)CC1 (stereo not given)	6.9
CCC(Sc1nc2ccsc2c(=O)n1Cc1ccc(C(=O)O)cc1)C(=O)Nc1cccc(OC)c1 (stereo not given)	-0.4
NS(=O)(=O)c1ccc(CCNC(=O)c2cc(S(=O)(=O)N3CCCCC3)ccc2Cl)cc1	5.2
N#Cc1ccsc1NC(=O)CSc1nnc(NC2CC2)s1	14.5

Next section
SMILES	KCNH2 WT inh
COc1ccc(-c2nc(NC(=O)c3ccco3)sc2C)cc1	16.0
CCn1cc(C(=O)N2CCCC(C(=O)c3cccc(C(F)(F)F)c3)C2)cn1 (stereo not given)	0.8
O=C(C1CCCCC1)N1C[C@@H](n2cc(-c3ccc(F)cc3)nn2)[C@H](O)C[C@@H]1c1ccc(Cl)cc1	-19.5
COc1cc(NC(=O)CCn2c(=S)[nH]c3ccccc3c2=O)cc(OC)c1OC	-8.8
Cc1cccc(S(=O)(=O)N(C)C[C@H]2OCc3cn(nn3)CCCC(=O)N([C@H](C)CO)C[C@@H]2C)c1	-8.2
COC(=O)c1c(NC(=O)c2ccccc2C(=O)O)sc2c1CCCC2	-5.4
CCN(Cc1ccccc1)C(=O)c1cccs1	-4.2
C[C@@H]1CN([C@H](C)CO)C(=O)CCCn2nncc2CO[C@@H]1CN(C)C(=O)Nc1ccc2c(c1)OCO2	-8.0
CC(=O)c1ccc2cc3c(cc2c1)OCO3	3.6
COc1ccc(CNC(=O)O[C@]23C[C@H]4C(=O)N(c5ccccc5)C(=O)[C@H]4C[C@@]2(O)CN(S(=O)(=O)c2ccc(C)cc2)C3)cc1OC	1.6
O=C1COC(c2ccccc2O)=NN1CCCl	-25.0
CCN1C(=O)[C@H]2[C@@H](c3ccc(OC)cc3)N[C@]3(CCCN(Cc4ccc(OC)cc4)C3=O)[C@H]2C1=O	-11.5
C[C@@H](NC(=O)c1[nH]cnc1C(=O)Nc1ccccc1F)c1ccccc1	-3.4
Cc1cccc(S(=O)(=O)N(C)C[C@@H]2OCc3cnnn3CCCC(=O)N([C@@H](C)CO)C[C@@H]2C)c1	4.1
COc1ccc(C2CCCCCN2C(=O)C2CCN(S(=O)(=O)c3ccc(C)cc3)CC2)cc1 (stereo not given)	10.1
O=S(=O)(c1ccccc1)N1CCN(Cc2nnc(-c3ccccc3)o2)CC1	4.0
C[C@@H]1CCCCO[C@H](CN(C)Cc2ccc3c(c2)OCO3)[C@H](C)CN([C@@H](C)CO)C(=O)c2cc(NC(=O)c3ccccc3)ccc2O1	-1.9
O=C(CCN1C(=O)c2ccccc2C1=O)c1ccccc1	-3.9
COc1ccc(-c2cc(C(=O)N(C)CC(=O)Nc3cccc(F)c3)c3ccccc3n2)cc1OC	1.6
Cc1ccc(S(=O)(=O)N(C)C[C@H]2OCc3cnnn3CCCC(=O)N([C@H](C)CO)C[C@H]2C)cc1	6.0
CC1=C(C(=O)N(C)C)CC(CC(=O)NCCN2CCOCC2)C(=O)N1Cc1ccc(F)cc1 (stereo not given)	-0.1
C[C@@H]1CN([C@H](C)CO)C(=O)CCCn2nncc2CO[C@H]1CN(C)C(=O)Nc1cccc(Oc2ccccn2)c1	4.3
Cc1cc(N2CCN(C(=O)c3ccoc3)CC2)n2nc(-c3ccccc3)cc2n1	5.2
C#CCN(C[C@@H]1[C@@H](OC(=O)NCc2ccc(OC)c(OC)c2)[C@@H](OC(=O)NCc2ccc(OC)c(OC)c2)Cn2c(=O)ccc(=O)n21)S(=O)(=O)c1ccc(C)cc1	-2.5
CCOC(=O)c1csc(-c2csc(CCNC(=O)c3ccccc3)n2)n1	-1.7

A few values from the entries so far.
Value for `CCc1cccc(NC(=O)COC(=O)c2c(C)nn(-c3ccccc3)c2C)c1` in KCNH2 WT inh: 3.5
Value for `COc1cc(NC(=O)CCn2c(=S)[nH]c3ccccc3c2=O)cc(OC)c1OC` in KCNH2 WT inh: -8.8
Value for `O=[N+]([O-])c1ccc(C=CC=Cc2ccccc2)cc1` in KCNH2 WT inh: -5.5

Going on with the list.
SMILES	KCNH2 WT inh
COc1ccc(-n2ccnc2SCC(=O)c2c(N)n(C3CC3)c(=O)[nH]c2=O)cc1	-7.0
CCn1c(C)cc(C(=O)CSc2nnc(C3CC3)n2C2CC2)c1C	-7.8
C[C@@H]1CN([C@@H](C)CO)C(=O)c2cc(-c3cccnc3)cnc2O[C@H]1CN(C)C(=O)c1cccc(F)c1	3.2
COc1ccc(NCC(=O)Nc2c(C)cccc2C)cc1S(=O)(=O)N1CCOCC1	-2.1
CCCCCCCCCC1NC(C(=O)O)Cc2c1[nH]c1ccccc21 (stereo not given)	-2.5
Cc1cccc2cc(C#N)c(NCCNC(=O)c3ccccc3)nc12	3.3
O=C(OCC(=O)N1CCN(c2ccccc2)CC1)c1cc(F)c(F)cc1Cl	-14.4
O=C(NCc1cccnc1)c1cc(C(=O)NCc2cccnc2)cc([N+](=O)[O-])c1	-28.3
CCCCN1CC(C)(C)[C@H](CC(=O)Nc2ccc(Br)cc2)C1=O	15.7
Cc1ccccc1Nc1nc(Cl)nc(NC(C)(C)C)n1	0.4
